Screening data: PubChem BioAssay, National Center for Advancing Translational Sciences (NCATS)
TDP43 rescue: qHTS of TDP-43 Inhibitors | hit rate 1.8% among 410,000 | TDP-43 expressing yeast growth rescue, BacTiter-Glo, 24 h | Potency, µM (titrated, usually from 46.1 µM), inactives show at the highest dose growth rescue (activation), actives largely listed as activators; note: % of control where 0% means no effect; nearly all actives have a fitted effect of over 50% in size
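Galactose-induced TDP-43 yeast, OD600=0.02, compound pinned; 24 hr, 30 deg C; BacTiter-Glo luminescence for growth. Inhibitors of TDP-43 toxicity read as activators.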
PTHR1 ag: qHTS for PTHR1 Agonists: Primary Screen; Parathyroid hormone/parathyroid hormone-related peptide receptor (Homo sapiens), Q03431; HEK293 GP2 PTHR1 cells, GloSensor cAMP luminescence, 1 h; Potency, µM (doses to about 115 µM), inactives show at the highest dose activation, hits mostly activators; hit rate 0.075% among 410,000; note: nearly all actives have a fitted effect of over 55% in size; some results filed as inactive show a strong effect at the top dose; inactives centre near -15; many of its hits are not listed in these tables
Target sequence (Q03431 whole entry, looked up): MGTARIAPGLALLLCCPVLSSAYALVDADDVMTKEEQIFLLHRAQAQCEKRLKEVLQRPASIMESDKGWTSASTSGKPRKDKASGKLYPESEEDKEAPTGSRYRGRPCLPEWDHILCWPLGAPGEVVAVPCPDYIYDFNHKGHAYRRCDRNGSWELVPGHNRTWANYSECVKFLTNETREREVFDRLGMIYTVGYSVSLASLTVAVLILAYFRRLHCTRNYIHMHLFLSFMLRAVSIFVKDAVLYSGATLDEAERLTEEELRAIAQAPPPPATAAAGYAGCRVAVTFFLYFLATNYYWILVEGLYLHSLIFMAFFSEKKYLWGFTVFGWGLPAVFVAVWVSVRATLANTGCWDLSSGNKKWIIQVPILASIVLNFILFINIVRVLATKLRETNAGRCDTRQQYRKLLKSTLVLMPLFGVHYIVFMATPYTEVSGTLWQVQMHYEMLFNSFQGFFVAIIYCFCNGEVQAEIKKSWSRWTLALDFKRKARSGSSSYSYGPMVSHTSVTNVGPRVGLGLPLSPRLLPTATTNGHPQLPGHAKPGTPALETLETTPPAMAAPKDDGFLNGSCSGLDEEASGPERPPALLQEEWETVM
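HEK-293-derived GP2 cells expressing PTHR1 and a GloSensor cAMP reporter, 3,000/well, plated overnight, given luciferin plus IBMX (each 0.5 mM as added) for 1 h at 37 °C, then compound for 1 h at 37 °C. Luminescence was read after 15 min at room temperature.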
FUS suppressor: qHTS for Suppressors of FUS Proteinopathy: Primary screen using FUS-linked yeast assay. S. cerevisiae FUS-expressing, growth rescue, OD600, 24 h. Potency, µM (doses to about 76.6 µM), inactives show top-dose growth rescue (activation), actives largely listed as activators. hit rate 0.24% among 390,000. AID 1347120, 2019;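 note: plate controls were DMSO vehicle for no effect and reference control for full effect; nearly all actives have a fitted effect of over 55% in size; some results filed as inactive show a strong effect at the top dose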
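Steps: raffinose overnight preculture; dilution to OD 0.005 in 2% galactose minimal medium; compound addition (concentration series); 24hr at 30C, 99% humidity; absorbance read at 600 nm.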
Numbers without * were called inactive; i = inactive; ? = inconclusive; [ ] = dose if it differs, or a comment. Calls come from the whole dose curve; as a rule, active = well fitted curve in the direction sought with a large enough effect; inconclusive = small, poorly fitted or top-dose-only effect, or another doubt; inactive = no such curve, though single readings can be large; an effect the other way counts as inactive or inconclusive. Potency is the fitted concentration of half-maximal effect.

(1) CC(C)c1ccc(C2=CC(c3cccc(Cl)c3)n3c(nc4ccccc43)N2)cc1 (stereo not drawn)
  TDP43 rescue: 18µM* | PTHR1 ag: -29% | FUS suppressor: -11%

(2) Cc1ccc(-n2c(=O)c3cccnc3n2CC(=O)Nc2ccc(C)cc2Cl)cc1
  TDP43 rescue: 9% | PTHR1 ag: -16% | FUS suppressor: -26%

(3) CCOC(=O)c1c(S(=O)(=O)NCC(=O)Nc2cccc(SC)c2)c(C)n(C)c1C
  TDP43 rescue: 3% | PTHR1 ag: i | FUS suppressor: 12%

(4) COc1ccc(C2=C(N3CCN(c4cccc(C)c4C)CC3)c3ccccc3C2=O)cc1
  TDP43 rescue: 10% | PTHR1 ag: -12% | FUS suppressor: 4%

(5) CCc1ccc(C2=C(C)C(N3CCC(C(=O)NCCc4ccco4)CC3)=NS2(=O)=O)cc1
  TDP43 rescue: -8% | PTHR1 ag: -33%[inhibitor] | FUS suppressor: 14%

(6) CCc1ccc(C2CC(=O)c3c([nH]c(C(=O)OC4CCC(C)CC4)c3C)C2)cc1 (stereo not drawn)
  TDP43 rescue: 9% | PTHR1 ag: -47%[inhibitor] | FUS suppressor: -12%

(7) O=S(=O)(c1ccc2nc(N3CCN(c4cccc(Cl)c4)CC3)ccc2c1)N1CCCCC1
  TDP43 rescue: 4% | PTHR1 ag: i | FUS suppressor: -20%

(8) Cc1ccc(NC(=O)CN(C)S(=O)(=O)c2cccc3nsnc23)c(C)c1
  TDP43 rescue: 22% | PTHR1 ag: i | FUS suppressor: -20%

(9) Cc1ccc(-c2nonc2NC(=O)c2ccc(F)cc2)cc1C
  TDP43 rescue: 24% | PTHR1 ag: -13% | FUS suppressor: -17%

(10) COc1ccc(C2=Nc3ccccc3NC(c3cccs3)=N2)cc1
  TDP43 rescue: 16% | PTHR1 ag: i | FUS suppressor: 38%

(11) CCSc1nc(-c2ccccc2OC)nc2c1Cc1c(CO)cnc(C)c1O2
  TDP43 rescue: 3% | PTHR1 ag: -1% | FUS suppressor: -3%

(12) Cc1ccc(OCC(=O)Nc2ccc(S(=O)(=O)Nc3ncccn3)cc2)c(C(C)(C)C)c1
  TDP43 rescue: -3% | PTHR1 ag: -16% | FUS suppressor: 1%

(13) CCc1cccc(NC(=O)C2CCC(CNS(=O)(=O)c3ccc(Br)s3)CC2)c1 (stereo not drawn)
  TDP43 rescue: 7% | PTHR1 ag: -33%[inhibitor] | FUS suppressor: -14%

(14) CC(=O)Nc1ccc(NS(=O)(=O)c2ccc3c(c2)CC(C)N3C(=O)C2CCC2)cc1 (stereo not drawn)
  TDP43 rescue: 29% | PTHR1 ag: -9% | FUS suppressor: 15%

(15) CC(C)c1ccc(CNc2nc(-c3ccco3)nn2S(=O)(=O)c2ccc(F)cc2)cc1
  TDP43 rescue: 15% | PTHR1 ag: -27% | FUS suppressor: 20%

(16) CCCC(C(=O)NCc1cccc(Cl)c1)N1Cc2ccccc2C1=O (stereo not drawn)
  TDP43 rescue: 4% | PTHR1 ag: -55%[inhibitor] | FUS suppressor: 14%

(17) CCC(=O)N1CCc2cc(Br)cc(S(=O)(=O)CCC(=O)NCc3ccccc3OC)c21
  TDP43 rescue: 3% | PTHR1 ag: i | FUS suppressor: -10%

(18) Cc1ccc(NC(=O)Cn2nc(C(F)(F)F)c3c2CCCC3)cc1
  TDP43 rescue: -1% | PTHR1 ag: -24% | FUS suppressor: ?

(19) Fc1ccccc1N1CCN(c2ncnc3onc(-c4cccc(Cl)c4)c23)CC1
  TDP43 rescue: 3% | PTHR1 ag: -75%[inhibitor] | FUS suppressor: -17%

(20) COc1ccc(CNC(=O)CN2C(=O)CCn3nc(-c4ccccc4)cc32)c(OC)c1
  TDP43 rescue: 11%[9.22 µM] | PTHR1 ag: i | FUS suppressor: -7%

(21) Cc1sc(C2C(C#N)=C(N)N(c3ccc(Cl)cc3)C3=C2C(=O)CCC3)cc1CN1CCOCC1 (stereo not drawn)
  TDP43 rescue: 25% | PTHR1 ag: -20% | FUS suppressor: 34%

(22) Cc1ccc(OCC(=O)OCc2cc(=O)n3nc(C4CCCCC4)sc3n2)cc1C
  TDP43 rescue: 0% | PTHR1 ag: -36%[inhibitor] | FUS suppressor: 22%

(23) CC(=O)c1ccc(NC(=O)Nc2nnc(N3CCCC(C)C3)s2)cc1 (stereo not drawn)
  TDP43 rescue: 16%[9.22 µM] | PTHR1 ag: -6% | FUS suppressor: -3%

(24) COc1cc(NC(=O)CCCc2nnc3n(CC(C)C)c(=O)c4sccc4n23)cc(OC)c1
  TDP43 rescue: 11% | PTHR1 ag: i | FUS suppressor: 11%

(25) CN(C)S(=O)(=O)c1ccc(C(=O)NCCSc2c(-c3ccc(Cl)cc3)[nH]c3ccccc23)cc1
  TDP43 rescue: 23% | PTHR1 ag: -24% | FUS suppressor: 8%

(26) CCn1cc(C(=O)N2CCN(c3ccc(F)cc3)CC2)c(=O)c2cc(S(=O)(=O)N(C)C3CCCCC3)ccc21
  TDP43 rescue: 14% | PTHR1 ag: -22% | FUS suppressor: -15%

(27) COc1ccccc1CNc1nc2c(S(=O)(=O)c3ccc(C)c(C)c3)nnn2c2ccc(Cl)cc12
  TDP43 rescue: 16% | PTHR1 ag: -20% | FUS suppressor: -18%

(28) Cc1ccc(C)c(Nc2nnc(-n3nc(C)cc3C)c3ccccc23)c1
  TDP43 rescue: -3% | PTHR1 ag: -22% | FUS suppressor: -8%

(29) COc1ccccc1-c1noc(-c2ccc(NCc3ccccc3)c([N+](=O)[O-])c2)n1
  TDP43 rescue: 12% | PTHR1 ag: i | FUS suppressor: -4%

(30) COc1ccc(OCc2ccc(-c3nc(C#N)c(NCc4cccnc4)o3)o2)cc1
  TDP43 rescue: 8% | PTHR1 ag: i | FUS suppressor: ?

Compound profiles (already shown). Screens in order: TDP43 rescue, PTHR1 ag, FUS suppressor
`COc1ccccc1-c1noc(-c2ccc(NCc3ccccc3)c([N+](=O)[O-])c2)n1` is listed with 12%, i, -4%
`COc1ccccc1CNc1nc2c(S(=O)(=O)c3ccc(C)c(C)c3)nnn2c2ccc(Cl)cc12` is listed with 16%, -20%, -18%

(continued)
(31) CCCSc1ncc(Cl)c(C(=O)Nc2ccc(S(=O)(=O)N3CCC(C)CC3)cc2)n1
  TDP43 rescue: 3% | PTHR1 ag: i | FUS suppressor: 1%

(32) CC(C)C(=O)Nc1cccc(C(=O)Nc2nnc(CC(C)(C)C)s2)c1
  TDP43 rescue: 0% | PTHR1 ag: -89%[inhibitor] | FUS suppressor: 11%

(33) Cc1cccc(N(Cc2cc3ccccc3[nH]c2=O)C(=O)c2cccc(Cl)c2)c1
  TDP43 rescue: ? | PTHR1 ag: -51%[inhibitor] | FUS suppressor: -3%

(34) Cc1ccc(-n2c3c(cc(-c4nc(-c5ccc(Cl)cc5)cs4)c2=O)C(=O)CC(C)(C)C3)cc1C
  TDP43 rescue: -1% | PTHR1 ag: 9% | FUS suppressor: 5%

(35) Cc1ccc(S(=O)(=O)N2CCC(c3ccncc3)CC2)c(C)c1
  TDP43 rescue: 16% | PTHR1 ag: -40%[inhibitor] | FUS suppressor: 27%

(36) CCc1ccc(NC(=O)c2sc3nc4c(cc3c2N)CN(CC)CC4)cc1
  TDP43 rescue: 27% | PTHR1 ag: -85%[inhibitor] | FUS suppressor: 18%

(37) O=C(NCCc1ccccc1)c1ccc(Cn2c(SCc3ccccc3F)nc3cccnc32)cc1
  TDP43 rescue: 1% | PTHR1 ag: i | FUS suppressor: ?

(38) CCc1cccc(C)c1NC(=O)CSc1nnc(N)s1
  TDP43 rescue: 16% | PTHR1 ag: i | FUS suppressor: -29%

(39) COc1ccc(C2C(=O)N(C3CCC(C)CC3)CC(=O)N2C2CCCCC2)cc1OC (stereo not drawn)
  TDP43 rescue: 10% | PTHR1 ag: i | FUS suppressor: 15%

(40) COc1ccc(C2CC(=O)c3cc(-c4nc(-c5cccc([N+](=O)[O-])c5)cs4)c(=O)n(-c4ccc(F)cc4)c3C2)cc1 (stereo not drawn)
  TDP43 rescue: 14% | PTHR1 ag: 4% | FUS suppressor: -11%

(41) Cc1cccc(-c2cc(NC(=O)c3ccccc3C)n(-c3ccccc3)n2)c1
  TDP43 rescue: 20µM* | PTHR1 ag: -2% | FUS suppressor: 10%

(42) O=C(Nc1nc2n(n1)C(c1ccc(F)cc1)C=C(c1ccccc1)N2)c1cccc([N+](=O)[O-])c1 (stereo not drawn)
  TDP43 rescue: 24%[9.22 µM] | PTHR1 ag: -5% | FUS suppressor: ?

(43) Cc1cc(C)cc(NC(=O)Cc2c(C(=O)O)c(C)cn2C)c1
  TDP43 rescue: 18% | PTHR1 ag: -35% | FUS suppressor: 19%

(44) CCCSc1oc(-c2ccco2)nc1S(=O)(=O)c1ccc(Cl)cc1
  TDP43 rescue: 10% | PTHR1 ag: -18% | FUS suppressor: 26%

(45) O=C(Nc1nnc(S(=O)(=O)N2CCCc3ccccc32)s1)c1cccc(Cl)c1
  TDP43 rescue: 5% | PTHR1 ag: -47%[inhibitor] | FUS suppressor: -17%

(46) N#Cc1ccccc1NC(=O)CSc1nc(-c2ccccc2)cc(C(F)(F)F)c1C#N
  TDP43 rescue: 14% | PTHR1 ag: -93%[inhibitor] | FUS suppressor: 28%

(47) Cc1cccc(Cn2c(=O)n(CC3CCC(C(=O)N4CCC(C)CC4)CC3)c(=O)c3sccc32)c1 (stereo not drawn)
  TDP43 rescue: 14% | PTHR1 ag: i | FUS suppressor: -26%

(48) O=C(Nc1ccc(F)cc1F)c1ccc2c(=O)n3c(nc2c1)CCCCC3
  TDP43 rescue: ? | PTHR1 ag: -65%[inhibitor] | FUS suppressor: 14%

(49) CCOc1ccccc1NS(=O)(=O)c1ccc(N2CCCCS2(=O)=O)cc1
  TDP43 rescue: 1% | PTHR1 ag: -21% | FUS suppressor: 2%

(50) CC(C)CCNC(=O)c1cnc2sc(N3CCCCCC3)nn2c1=O
  TDP43 rescue: 21% | PTHR1 ag: -69%[inhibitor] | FUS suppressor: 41%

(51) Cc1ccc(C)c(CSc2c(C(C)C)cnc3c2c(=O)n(C)c(=O)n3C)c1
  TDP43 rescue: 24% | PTHR1 ag: ? | FUS suppressor: 21%

(52) Cc1c(Cl)cccc1-n1ncc(C(=O)Nc2ccc3c(c2)OCCO3)c1C1CCN(C(=O)OC(C)(C)C)CC1
  TDP43 rescue: ? | PTHR1 ag: i | FUS suppressor: ?

As a short view, some entries already given.
(38) CCc1cccc(C)c1NC(=O)CSc1nnc(N)s1
  TDP43 rescue: 16% | PTHR1 ag: i | FUS suppressor: -29%

(39) COc1ccc(C2C(=O)N(C3CCC(C)CC3)CC(=O)N2C2CCCCC2)cc1OC (stereo not drawn)
  TDP43 rescue: 10% | PTHR1 ag: i | FUS suppressor: 15%

(40) COc1ccc(C2CC(=O)c3cc(-c4nc(-c5cccc([N+](=O)[O-])c5)cs4)c(=O)n(-c4ccc(F)cc4)c3C2)cc1 (stereo not drawn)
  TDP43 rescue: 14% | PTHR1 ag: 4% | FUS suppressor: -11%

(41) Cc1cccc(-c2cc(NC(=O)c3ccccc3C)n(-c3ccccc3)n2)c1
  TDP43 rescue: 20µM* | PTHR1 ag: -2% | FUS suppressor: 10%

(42) O=C(Nc1nc2n(n1)C(c1ccc(F)cc1)C=C(c1ccccc1)N2)c1cccc([N+](=O)[O-])c1 (stereo not drawn)
  TDP43 rescue: 24%[9.22 µM] | PTHR1 ag: -5% | FUS suppressor: ?

(43) Cc1cc(C)cc(NC(=O)Cc2c(C(=O)O)c(C)cn2C)c1
  TDP43 rescue: 18% | PTHR1 ag: -35% | FUS suppressor: 19%

(44) CCCSc1oc(-c2ccco2)nc1S(=O)(=O)c1ccc(Cl)cc1
  TDP43 rescue: 10% | PTHR1 ag: -18% | FUS suppressor: 26%

(45) O=C(Nc1nnc(S(=O)(=O)N2CCCc3ccccc32)s1)c1cccc(Cl)c1
  TDP43 rescue: 5% | PTHR1 ag: -47%[inhibitor] | FUS suppressor: -17%

(46) N#Cc1ccccc1NC(=O)CSc1nc(-c2ccccc2)cc(C(F)(F)F)c1C#N
  TDP43 rescue: 14% | PTHR1 ag: -93%[inhibitor] | FUS suppressor: 28%

(47) Cc1cccc(Cn2c(=O)n(CC3CCC(C(=O)N4CCC(C)CC4)CC3)c(=O)c3sccc32)c1 (stereo not drawn)
  TDP43 rescue: 14% | PTHR1 ag: i | FUS suppressor: -26%

(48) O=C(Nc1ccc(F)cc1F)c1ccc2c(=O)n3c(nc2c1)CCCCC3
  TDP43 rescue: ? | PTHR1 ag: -65%[inhibitor] | FUS suppressor: 14%

(49) CCOc1ccccc1NS(=O)(=O)c1ccc(N2CCCCS2(=O)=O)cc1
  TDP43 rescue: 1% | PTHR1 ag: -21% | FUS suppressor: 2%

(50) CC(C)CCNC(=O)c1cnc2sc(N3CCCCCC3)nn2c1=O
  TDP43 rescue: 21% | PTHR1 ag: -69%[inhibitor] | FUS suppressor: 41%

This is a subset; count on the stated rates, not on these rows.
